Compound activity (PubChem)
DNMT1 block: DNMT1 (human) enzyme inhibition; P26358; DNMT1 molecular beacon, Hinp1I cleavage, fluorescence; inhibition (reported as % activation of signal), % at 10 µM; hit rate 0.83% among 360,000; in the data active means inhibition above about 50%
SUMO1 PPI mod: SUMO1-SIM interaction modulation. P63165. inhibition, % at 20 µM. SUMO1 binding to a labelled peptide, TR-FRET, 1 h. hit rate 0.33% among 360,000; in the data active means inhibition above about 37%
Target sequence (P63165 whole entry, looked up): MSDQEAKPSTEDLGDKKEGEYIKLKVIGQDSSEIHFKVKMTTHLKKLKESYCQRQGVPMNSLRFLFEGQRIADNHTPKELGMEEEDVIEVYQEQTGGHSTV
Scp-1 inhibitor: inhibitors of human Scp-1 phosphatase; Recombinant Scp1, phosphopeptide, malachite green phosphate absorbance; inhibition, % at 20 µM; AID 493091; Q9GZU7; hit rate 0.88% among 340,000;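 active means inhibition above about 50% at 20 µM, limit read from the data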;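 further: plate controls were DMSO wells with enzyme for no effect and wells lacking enzyme for full effect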
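assay system = SCP-1 phosphatase catalytic domain, residues 76-261 | buffer or medium = 50 mM Tris acetate pH 5.5, 0.005% Tween-20, 10 mM MgCl2 | incubation = enzyme reaction 45 min at room temperature, colour 5 min, stabilisation 30 min | signal = Phosphate-binding colour reagent, absorbance read at 630 nm | measure = % inhibition at 20 µM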
MsrA inh: inhibits bovine methionine sulfoxide reductase A | purified bovine MsrA, absorbance read-out | inhibition, % at 15.5 µM | hit rate 0.75% among 360,000 | AID 651718; in the data active means inhibition above about 4.5%;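 further: 0% = vehicle wells with enzyme and 100% = reference inhibitor wells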
eLon inh: E. coli protease La inhibition. P0A9M0. purified E. coli Lon protease, fluorescence polarization. inhibition, % at 7.94 µM. hit rate 0.42% among 360,000. AID 602123; in the data active means inhibition above about 13%, passing the limit was not always enough;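 further: 0% = enzyme with probe and DMSO and 100% = no enzyme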
Target sequence (P0A9M0 whole entry, looked up): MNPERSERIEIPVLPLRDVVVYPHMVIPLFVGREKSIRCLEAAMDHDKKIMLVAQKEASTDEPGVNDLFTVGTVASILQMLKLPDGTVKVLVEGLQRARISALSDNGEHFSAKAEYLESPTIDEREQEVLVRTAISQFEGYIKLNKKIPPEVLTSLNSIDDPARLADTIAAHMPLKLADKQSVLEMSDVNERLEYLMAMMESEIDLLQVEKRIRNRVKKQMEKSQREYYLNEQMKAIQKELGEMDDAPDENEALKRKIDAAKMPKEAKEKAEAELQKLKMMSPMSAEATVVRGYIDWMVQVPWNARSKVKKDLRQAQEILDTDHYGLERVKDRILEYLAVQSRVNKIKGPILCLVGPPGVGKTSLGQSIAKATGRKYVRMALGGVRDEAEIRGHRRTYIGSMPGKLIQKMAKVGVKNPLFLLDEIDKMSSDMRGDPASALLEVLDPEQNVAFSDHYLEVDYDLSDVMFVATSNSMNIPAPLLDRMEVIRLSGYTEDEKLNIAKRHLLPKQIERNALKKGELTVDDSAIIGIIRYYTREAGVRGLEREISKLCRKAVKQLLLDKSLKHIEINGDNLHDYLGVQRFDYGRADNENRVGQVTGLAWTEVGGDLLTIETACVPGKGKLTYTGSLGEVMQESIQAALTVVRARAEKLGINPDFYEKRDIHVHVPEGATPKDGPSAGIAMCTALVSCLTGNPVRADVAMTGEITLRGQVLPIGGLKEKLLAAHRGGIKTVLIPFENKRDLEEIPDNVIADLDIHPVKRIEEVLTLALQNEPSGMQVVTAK
TbMetRS inhib: blocks T. brucei methionyl-tRNA synthetase activity; purified T. brucei MetRS, ATP depletion, Kinase-Glo luminescence; inhibition, % at 11.9 µM; hit rate 0.4% among 360,000; AID 624268;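 active means inhibition above a per-plate cutoff of the control wells' mean inhibition plus 3 SD, cut at about 5.5% in these data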;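 further: 0% = DMSO wells median and 100% = median of wells with control inhibitor compound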
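Material: T. brucei methionyl-tRNA synthetase, purified; reagent: substrates ATP, L-methionine and bulk Escherichia coli tRNA; dosing: 11.9 µM single point; timing: 15 min plus 2 h at 25 °C; detection: luminescence of leftover ATP; evaluation: % inhibition; control set: DMSO-only wells as low control; replicates: singlicate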
NRP1-CendR mod: alters CendR peptide binding to human NRP-1; O14786; FAM-RPARPAR peptide binding to NRP-1, fluorescence polarization; inhibition, % at 25 µM; hit rate 0.85% among 360,000; AID 602438;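 active means inhibition or corrected inhibition above about 18%, plus a signal ratio from 0.5 to 1.5, limit read from the data, passing the limit was not always enough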; further: strong numbers were not always called active
STEP block: STEP (human) phosphatase inhibition; recombinant STEP, OMFP fluorogenic substrate, fluorescence; P54829; inhibition, % at 20 µM; hit rate 0.25% among 360,000;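 active means inhibition at 20 µM, scaled per plate between control wells, above about 37%, limit read from the data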;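 further: 0% = DMSO with enzyme and substrate and 100% = substrate only without enzyme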
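Material: STEP (striatal-enriched tyrosine phosphatase) enzyme, cell-free; Compound dosing: 20 µM single dose in 1% DMSO; Technique: fluorescence read at 480 nm ex / 540 nm em; Times: reaction 20 min, ambient temperature; Medium: 50 mM Bis-Tris pH 6.0 with 2.5 mM DTT and 0.005% Tween 20; Also added: OMFP at 25 µM.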
LMPTP inh: blocks human LMPTP phosphatase; P24666; recombinant LMPTP-A, OMFP fluorogenic substrate, fluorescence intensity; inhibition, % at 20 µM; hit rate 0.22% among 360,000; AID 651560;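 active means compounds that cut the enzyme signal by at least half of the control window in the single-dose screen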;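 further: plate controls were DMSO wells with enzyme plus substrate for no effect and substrate without enzyme for full effect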
Target sequence (P24666 whole entry, looked up): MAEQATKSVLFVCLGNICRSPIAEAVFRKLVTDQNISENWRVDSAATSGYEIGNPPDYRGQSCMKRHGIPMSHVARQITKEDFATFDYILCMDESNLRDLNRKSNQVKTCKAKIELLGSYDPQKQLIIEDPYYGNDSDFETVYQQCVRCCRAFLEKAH
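test system = LMPTP-A | amount = 0.625 nM LMPTP-A final | reagent = fluorogenic phosphatase substrate OMFP at 400 µM final | incubation = 50 min at room temperature | benchmarks = no-enzyme low control, uninhibited high control | medium = Bis-Tris pH 6.0, DTT, detergent | signal = fluorescence intensity of OMFP turnover product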
MsrA act: bovine methionine sulfoxide reductase A activation; AID 602163; purified bovine MsrA, absorbance read-out; hit rate 0.3% among 360,000; activation, % at 10.6 µM; in the data active means activation above about 7.5%;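 further: 0% = vehicle and 100% = reference activator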
* marks the source's active call; other numbers are inactive results; . = not tested or not shown. Compounds as they come (roughly 4.3% active in at least one column).

SMILES	DNMT1 block	SUMO1 PPI mod	Scp-1 inhibitor	MsrA inh	eLon inh	TbMetRS inhib	NRP1-CendR mod	STEP block	LMPTP inh	MsrA act
Cc1cccc(S(=O)(=O)NC(=O)C2(C)CCN2C(=O)c2ccc(C3CCCCC3)cc2)c1 (stereo not drawn)	3.7	5.8	.	-1.8	3.1	-0.5	12.2	2.7	1.5	-5.5
O=C(c1ccc2[nH]c(=O)c(=O)[nH]c2c1)N1CCN(Cc2ccccc2)CC1	-2.5	-0.7	9.7	0.4	0.2	-0.7	3.3	-1.4	-1.0	-5.7
CCNC(=O)C1CCCc2c1[nH]c1ccc(Cl)cc21 (stereo not drawn)	-2.7	-1.9	-6.9	.	-5.8	-0.6	0.7	3.3	0.7	-6.0
Cc1ccc(O)c(N=NC2=C(O)CC(C)(C)CC2=O)c1	-1.6	-38.1	-5.5	0.5	-77.5	-0.9	-33.5	-1.0	4.6	-9.9
COc1ccc(C(=O)NCC(=O)N=Nc2c(O)n(Cc3ccccc3)c3ccccc23)cc1OC	-11.6	-21.1	-3.2	2.8	-2.2	-0.6	-7.8	4.1	3.3	-1.9
CN(C)c1ccc(N=Nc2nc3ccccc3n2C)cc1	-3.0	-20.7	-8.5	0.0	0.3	-5.8	13.2	28.0	39.3	0.4
O=c1[nH]c(C2CCCN(S(=O)(=O)c3ccccc3F)C2)nc2c1nnn2Cc1ccccc1Cl (stereo not drawn)	-0.6	7.9	-3.8	0.0	4.2	0.0	2.0	-0.7	4.4	0.8
O=c1[nH]c(SCc2cccc(Cl)c2)nc2c1CCCC2	4.9	2.9	-5.6	-0.3	4.2	0.8	17.1	-1.7	0.1	-0.1
CCOC(=O)Nc1oc2ccccc2c(=O)c1CN1CCOCC1	-2.1	-1.4	-11.3	0.6	-5.9	-0.4	9.6	2.1	0.8	-2.8
Cc1nc2cnccc2n1C	2.9	-3.5	2.7	3.1	7.8	0.0	9.3	-2.6	0.7	0.2
COc1ccc(Nc2nc3ccccc3nc2NS(=O)(=O)c2ccc(NC(C)=O)cc2)cc1	-5.1	3.0	-8.4	2.1	5.4	0.2	1.3	-0.7	0.9	-2.5
COC(=O)c1cc(OC)c(OC)cc1NC(=O)c1csc(C)c1	4.4	-1.7	-4.0	-0.3	6.1	-0.5	-0.2	0.2	-0.5	-9.2
COc1ccc(-c2cnnc(N/N=C/c3ccc(C)o3)n2)cc1	3.4	-4.9	-5.3	0.3	-3.6	-0.9	-5.6	3.1	1.2	-5.0
CCOC(=O)c1ccc(NC(=S)Nc2ccc(Br)cc2N)cc1	-2.7	-0.6	-8.1	-0.1	0.1	-0.2	7.0	-1.4	-1.1	0.7
CN(Cc1ccccc1)C(=O)c1ccc(NC2=NC3CS(=O)(=O)CC3S2)cc1 (stereo not drawn)	1.4	-1.0	-3.9	1.7	-4.6	0.4	5.1	-0.7	-2.4	-3.0
O=C(CSc1ncccn1)Nc1cccc(S(=O)(=O)N2CCOCC2)c1	-2.6	1.5	-3.9	0.7	-17.9	0.6	0.0	-3.1	-0.7	-1.7
COc1ccc(C/C(C)=N/NS(=O)(=O)c2ccc(Br)cc2)cc1	2.3	0.7	-13.9	-0.5	3.1	-0.7	4.4	0.0	0.9	-1.7
CCOCc1nnc(NC(=O)c2cc(OC)c(OC)cc2[N+](=O)[O-])s1	2.7	0.9	2.9	0.7	9.3	-2.0	-1.6	-0.2	-1.6	-16.4
Cc1ccc(C(=O)N2CCN(c3ccccc3)CC2)cc1C	-3.7	0.8	-4.6	-1.0	1.7	0.0	3.4	-0.5	0.5	-0.8
COc1ccc(C)cc1NC(=O)NC1CCCc2ccccc21 (stereo not drawn)	1.2	7.1	7.0	-0.3	-1.4	-0.6	-5.4	0.5	0.3	-13.1
COCCNC(=O)CN(Cc1ccc(OC)cc1)C(=O)CCC(=O)Nc1nccs1	0.8	0.8	8.9	-0.7	-2.1	0.1	2.1	6.3	-0.6	-0.6
O=C(Cc1ccc([N+](=O)[O-])cc1)Nc1cccc(C(=O)N2CCCCC2)c1	1.6	-18.7	-3.0	-1.0	16.3	-0.2	25.6*	-0.6	2.2	-2.4
Cc1cccc(CN2CCCC(C(=O)N3CCc4ccccc4C3)C2)c1 (stereo not drawn)	-0.4	-0.5	0.4	0.2	4.5	-1.7	-3.5	-1.4	-1.8	-9.8
Cc1nn(CC(=O)Nc2c(F)c(F)cc(F)c2F)c(=O)c2cccn12	0.0	-0.5	-5.3	0.7	-7.9	-0.1	-9.0	-2.7	-0.1	0.5
Cc1cc(C)c(C#N)c(=N)o1	0.8	0.2	8.0	1.2	-1.8	-0.8	8.5	6.7	1.7	2.1

One compound at a time, from the list above. Screens in order: DNMT1 block	SUMO1 PPI mod	Scp-1 inhibitor	MsrA inh	eLon inh	TbMetRS inhib	NRP1-CendR mod	STEP block	LMPTP inh	MsrA act
O=c1[nH]c(C2CCCN(S(=O)(=O)c3ccccc3F)C2)nc2c1nnn2Cc1ccccc1Cl (stereo not drawn) is listed as -0.6	7.9	-3.8	0.0	4.2	0.0	2.0	-0.7	4.4	0.8
CCOCc1nnc(NC(=O)c2cc(OC)c(OC)cc2[N+](=O)[O-])s1 is listed as 2.7	0.9	2.9	0.7	9.3	-2.0	-1.6	-0.2	-1.6	-16.4
Cc1nc2cnccc2n1C is listed as 2.9	-3.5	2.7	3.1	7.8	0.0	9.3	-2.6	0.7	0.2

Other structures follow:
SMILES	DNMT1 block	SUMO1 PPI mod	Scp-1 inhibitor	MsrA inh	eLon inh	TbMetRS inhib	NRP1-CendR mod	STEP block	LMPTP inh	MsrA act
Cc1cccc(C)c1NC(=O)CSC(=S)N1CCCC1	-0.8	0.5	-3.5	-0.4	0.7	-0.2	6.1	-0.7	0.2	-1.6
O=C(N/N=C/c1ccc(O)cc1)c1cc(C2CC2)[nH]n1	0.0	-6.7	-4.6	1.8	-4.8	0.1	1.5	2.7	0.3	-5.8
CCOC(=O)N1CCC(N2CCN(S(=O)(=O)c3ccc(C)cc3)CC2)CC1	4.3	-3.0	-3.6	-0.8	3.0	-0.7	3.8	2.9	-2.8	-6.6
CCOc1ccc(CCNC(=O)CSc2n[nH]c(N)n2)cc1OCC	0.4	4.8	3.8	1.4	-2.2	-0.4	8.5	-2.0	0.7	-2.0
COc1ccc(Cl)cc1NC(=O)C1Cc2cc(S(=O)(=O)N3CCCC3)ccc2N1C(C)=O (stereo not drawn)	-8.0	3.3	0.8	-0.8	-9.5	-0.7	-1.6	-0.3	-0.7	-9.7
COC(=O)CCSCC(=O)Nc1ccc(C)c(S(=O)(=O)N2CCCCC2)c1	-1.3	-5.5	-2.0	1.1	-2.2	-0.2	-6.5	-1.1	0.2	-0.4
Cn1c(NC(=O)CC2CCCCC2)cc(=O)n(C)c1=O	2.4	4.3	-6.0	-0.6	-4.2	0.8	-4.0	-5.8	-1.4	-1.2
CC1(C)Cn2c(nc(=O)c3c2NCN(CCc2ccccc2)C3)S1	1.7	-4.6	.	.	-10.8	0.6	4.9	-0.4	-0.4	-4.2
CCNc1c([N+](=O)[O-])c(=O)n(CC)c2ccccc12	-0.7	-8.6	-16.9	1.0	-1.9	-0.2	-10.1	2.7	-0.8	-1.1
N#CC(c1ccccc1)c1cccc(Cl)n1 (stereo not drawn)	-0.4	-0.7	0.4	0.3	-3.3	0.0	-5.0	-1.3	0.4	-0.5
Cc1ccc(-c2cc(C(=O)NCCCn3ccnc3)c3cc(Br)ccc3n2)o1	-16.1	-3.2	-1.6	.	-4.2	-1.8	-7.8	2.1	26.5	-12.3
Brc1ccccc1CN1CCC(N2CCCCC2)CC1	-1.8	2.6	-4.4	0.6	3.1	-0.8	-9.0	1.9	-3.7	-3.0
Cc1cc(C)n2nc(C(=O)Nc3cccnc3)nc2n1	0.2	-3.6	-10.4	-0.5	-2.5	-0.8	5.7	-1.6	-1.0	-4.5
Cc1ccc2c(c1C)OC(=O)CC2c1ccccc1 (stereo not drawn)	1.7	13.2	-5.7	1.6	-3.7	-0.4	-6.8	2.5	3.0	-0.2
CC(=O)Nc1ccc(S(=O)(=O)NNC(=O)c2cc3c4ccccc4n(C)c3s2)cc1	-17.8	4.2	-5.0	3.0	1.6	0.5	-17.6	0.0	2.8	-5.1
CC(C)N1CCN(Cc2cccn2-c2cccnc2)CC1CCO (stereo not drawn)	-0.2	1.9	-4.6	0.4	-1.6	-1.5	-0.9	2.6	2.5	-5.3
CCOc1ccc(S(=O)(=O)N/N=C(\C)c2ccc(Cl)c(Cl)c2Cl)cc1	-4.6	-3.8	-6.8	-0.9	-1.4	-0.4	2.3	1.1	1.8	-7.0
COc1ccc(-c2oc(=O)c3cc(OC)c(OC)cc3c2C(F)(F)F)cc1	0.4	-8.3	-9.8	-1.4	-11.0	-0.3	4.7	1.4	0.9	-3.1
CCCCc1nnc(NC(=O)C2=COCCO2)s1	-1.2	0.2	-6.1	0.1	-9.0	-0.5	-1.5	-0.3	0.4	-2.0
Cc1cnc(NC(=O)CSc2nnc(-c3cccs3)n2C)s1	8.0	-1.4	-13.1	0.5	-4.6	-0.6	7.7	-0.3	1.0	-5.4
COc1cc(C(=S)N2CCN(c3ccccc3Cl)CC2)cc(O)c1O	-8.2	5.9	27.6	-0.9	-5.5	-0.7	7.5	18.1	7.2	-5.3
Cn1cc(CNC(=O)CC2C(=O)NCCN2CC(C)(C)C)cn1 (stereo not drawn)	0.4	-1.5	0.6	0.5	-3.3	-1.6	6.3	2.6	-0.1	-12.1
COc1cc(C(C(=O)NC2CCCC2)N(C(=O)c2snc(C(N)=O)c2N)c2ccccc2)cc(OC)c1OC (stereo not drawn)	2.9	-2.2	-3.6	-1.2	-4.9	-0.2	4.9	-0.6	0.0	0.7
COc1ccc(-c2csc(NC(=O)CN3C(=O)CCC3=O)n2)cc1	0.5	-0.6	-5.4	2.5	3.8	-0.4	-8.3	-2.7	1.0	-0.9
O=C(COc1ccc(/C=C2/NC(=O)NC2=O)cc1)Nc1ccc(F)cc1	6.7	-15.6	-2.0	2.4	6.1	0.2	7.8	-1.4	1.3	-3.7
Cc1c(C(=O)N2CCCCC2)oc2ccccc12	0.3	-3.5	-18.1	0.0	-1.5	-0.1	14.1	-0.9	0.5	-0.9
CCn1nc(C)cc1C(=O)N1CCCC(C(=O)c2cccc(OC)c2)C1 (stereo not drawn)	0.5	3.8	-7.1	-0.8	3.8	-0.6	1.3	-1.4	-0.4	-1.8
COc1cc(C(C(=O)NC2CCCC2)N(C(=O)Cc2cccs2)C2CC2)cc(OC)c1OC (stereo not drawn)	0.8	3.5	-2.9	-1.4	0.2	-0.3	-4.0	1.0	1.6	-3.5
O=C(CCCCCCCCC(=O)N1CCCCC1)N1CCCCC1	-2.4	-1.0	-10.4	-1.3	5.3	-0.2	11.1	0.9	-1.2	-1.7
CS(=O)(=O)N(CC(=O)Nc1ccc2c(c1)OCCO2)c1ccc2c(c1)OCO2	-3.6	0.4	-5.9	-0.3	0.3	-1.0	-3.3	-0.5	-1.3	0.6
